Tau ThT inhib: blocks human tau fibril formation measured by thioflavin T; AID 1460; Potency, µM (series often up to 57.4 µM), without a hit: at the highest dose activity, negative = inhibition, hits mostly inhibitors; recombinant tau K18 P301L (four-repeat tau fragment), heparin-induced fibrillization, ThT fluorescence; 270,000 compounds, 2.1% hits; P10636; note: nearly all actives have a fitted effect of over 55% in size
Target sequence (P10636 561-689 P618L limits assumed): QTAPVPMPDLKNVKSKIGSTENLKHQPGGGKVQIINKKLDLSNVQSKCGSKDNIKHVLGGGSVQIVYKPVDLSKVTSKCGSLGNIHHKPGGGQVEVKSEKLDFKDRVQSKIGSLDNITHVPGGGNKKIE
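Heparin-induced (20 uM) aggregation of recombinant human K18 P301L tau, 15 uM unlabeled with 0.24 uM labeled, pH 7 acetate buffer, 6 hr at 37 C with compound. Fibrils quantified by 30 uM ThT fluorescence after 1 hr ambient incubation.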
GoLoco inh red: inhibitors of human Gai1-RGS12 GoLoco interaction (red fluorophore). P63096. Gai1:RGS12 GoLoco peptide FP, rhodamine, 10 min. Potency, µM (doses to about 61.6 µM), without a hit: at the top dose activity, negative = inhibition, most hits filed as inhibitors. 230,000 compounds, 0.44% hits; active = well fitted inhibition curve with a large enough effect, not every such curve was filed as active; inactive = no such curve, though single readings can be large or run the other way; note: nearly all actives have a fitted effect of over 30% in size; many of its hits are not listed in these tables
JMJD2E inh: blocks human JMJD2E demethylase activity; JMJD2E catalytic domain, FDH-coupled NADH fluorescence (FDH is formaldehyde dehydrogenase); AID 2147; B2RXH2; Potency, µM (highest dose often 57.1 µM), for the others: at the top dose activity change, negative = inhibition, most hits filed as inhibitors; 230,000 compounds, 1.6% hits; active = well fitted inhibition curve with a large enough effect, not every such curve was filed as active; inconclusive = small, poorly fitted or top-dose-only effect, or another doubt; inactive = no such curve, though single readings can be large or run the other way;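 note: 0% = wells with enzyme and -100% = buffer wells without enzyme; nearly all actives have a fitted effect of over 50% in size; many of its hits are not listed in these tables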
RECQ1 helicase: inhibitors of human RECQ1 DNA helicase; 240,000 compounds, 0.54% hits; P46063; RECQ1 DNA unwinding, red fluorescence kinetic read; AID 2549; Potency, µM (doses to about 57.3 µM), without a hit: at the top dose activity, negative = inhibition, hits mostly inhibitors;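 note: plate controls were vehicle for no effect and no enzyme for full effect; nearly all actives have a fitted effect of over 30% in size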
Target sequence (P46063 whole entry, looked up): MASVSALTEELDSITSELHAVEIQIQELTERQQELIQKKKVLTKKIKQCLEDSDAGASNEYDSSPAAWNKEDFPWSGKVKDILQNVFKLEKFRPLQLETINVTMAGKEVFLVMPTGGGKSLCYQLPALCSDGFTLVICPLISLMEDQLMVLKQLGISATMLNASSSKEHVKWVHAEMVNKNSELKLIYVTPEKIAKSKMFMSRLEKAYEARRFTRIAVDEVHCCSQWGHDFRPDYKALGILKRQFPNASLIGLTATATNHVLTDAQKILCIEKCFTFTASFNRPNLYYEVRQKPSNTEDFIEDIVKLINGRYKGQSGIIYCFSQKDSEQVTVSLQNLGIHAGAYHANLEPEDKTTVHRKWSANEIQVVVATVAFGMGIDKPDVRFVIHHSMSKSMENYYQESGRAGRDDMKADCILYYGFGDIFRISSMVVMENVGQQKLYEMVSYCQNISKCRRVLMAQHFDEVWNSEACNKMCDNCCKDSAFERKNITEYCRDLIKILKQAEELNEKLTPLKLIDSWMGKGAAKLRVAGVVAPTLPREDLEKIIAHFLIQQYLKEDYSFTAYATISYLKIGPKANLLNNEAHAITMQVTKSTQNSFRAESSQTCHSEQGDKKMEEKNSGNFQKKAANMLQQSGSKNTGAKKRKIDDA
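50 nM RECQ1T1 preincubated 15 min with compound in Tris pH 8.0 buffer with MgCl2, DTT, Tween-20 and 2.5 ug/ml poly(dI-dC); started with 200 nM TAMRA/BHQ-2 forked duplex and 2 mM ATP. Unwinding read as fluorescence (525/598 nm), two reads 2 h apart.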
L3MBTL1 block: inhibitors of human L3MBTL1; Q9Y468; AlphaScreen L3MBTL1–H3K9me1 peptide binding; Potency, µM (doses to about 57.1 µM), for inactives: at the top dose activity, negative = inhibition, actives largely listed as inhibitors; 230,000 compounds, 0.66% hits; AID 485360; note: nearly all actives have a fitted effect of over 60% in size
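L3MBTL1 (50 nM) pre-complexed 30 min with biotinylated H3(1-15)K9me1 peptide (75 nM), then compounds added for 30 min at room temperature; AlphaScreen streptavidin donor/nickel chelate acceptor beads (10 ug/mL final) read after 30 min dark incubation.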
Tau FP inhib: blocks human tau fibril formation measured by polarization. K18 P301L tau heparin fibrillization, Alexa594 FP, 6 h. AID 1468. Potency, µM (doses to about 57.7 µM), without a hit: top-dose activity, negative = inhibition, usual class: inhibitors. 280,000 compounds, 0.39% hits. P10636; note: nearly all actives have a fitted effect of over 55% in size
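FP of Alexa 594-tau after heparin (20 uM) induction. Substrate: human K18 P301L, 15 uM unlabeled, 0.24 uM labeled. Buffer 100 mM sodium acetate pH 7. 6 hr, 37 C.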
TRb SRC2 PPI: inhibitors of human thyroid hormone receptor beta-SRC2 interaction; P10828; TRbeta-SRC2 peptide binding, fluorescence polarization; receptor liganded with 1 µM T3; Potency, µM (highest dose often 106 µM), for the others: top-dose activity change, negative = inhibition, hits mostly inhibitors; 280,000 compounds, 0.065% hits; AID 1469;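 note: plate controls were bound peptide for no effect and peptide without receptor for full effect; nearly all actives have a fitted effect of over 50% in size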
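Fluorescence polarization of 20 nM Texas Red SRC2 peptide with 0.6 uM human TRb ligand-binding domain, in Tris buffer with 1uM T3 and 5% DMSO. Incubated 5 hr ambient; normalized to unbound and bound controls.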
TR SRC2 fluor cs: counter-screen for TRb-SRC2 inhibitors: fluorescence interference. TRb/SRC2 Texas Red total fluorescence interference. Potency, µM (top dose mostly 106 µM), for the others: top-dose fluorescence change, negative = quenching. 280,000 compounds, 0.29% hits. AID 1479; active = well fitted curve in either direction with a large enough effect; inconclusive = small, poorly fitted or top-dose-only effect
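Flags fluorescent or light-absorbing compounds by total fluorescence, S + 2P, at 555 nm excitation and 632 nm emission. Mixture: 20 nM Texas Red SRC2 peptide, 0.6 uM human TRb LBD, 1 uM T3, 5% DMSO; compound exposure 5 h at ambient temperature.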
The depositor's hits bear a star; i = inactive; ? = inconclusive; nt = no result given; [ ] = another dose, or the depositor's remark. Unless noted, calls come from the whole dose curve; as a rule, active = well fitted curve in the direction sought with a large enough effect; inconclusive = small, poorly fitted or top-dose-only effect, or another doubt; inactive = no such curve, though single readings can be large; an effect the other way counts as inactive or inconclusive. Unless noted, % is set by controls: 0 for no effect and ±100 for the full control effect; potency is the fitted concentration of half-maximal effect. The list is partial; count on the stated rates, not on these rows.

SMILES	Tau ThT inhib	GoLoco inh red	JMJD2E inh	RECQ1 helicase	L3MBTL1 block	Tau FP inhib	TRb SRC2 PPI	TR SRC2 fluor cs
COc1ccc(-c2cccc([C@H]3[C@@H]4C=CC[C@@H](C)[C@@H]4C(=O)N3Cc3ccccc3)c2)cc1	-15.7%[81.4 µM]	11.0%	nt	i	-1.0%	-7.3%[81.3 µM]	1.4%	-1.3%
COC(=O)c1ccc(COc2ccccc2/C=C(\C#N)C(=O)Nc2ccccc2C)cc1	-6.5%	10.5%	2.3%	-5.0%	6.9%	8.5%	2.8%	-0.8%
Cc1ccc(-c2cnc3cc(C)nn3c2)cc1	-6.4%	9.2%	?	i	26.2%	1.0%	1.8%	-0.3%
Cc1cc(C(=O)CN2CCCC2)c(C)n1-c1ccc(Cl)cc1	-15.4%	9.9%	-6.8%	-2.4%	nt	0.3%	3.1%	-4.5%
COc1ccc(Cn2ccc3nc(C)c(C(=O)Nc4ccc(OC)c(OC)c4)cc3c2=O)cc1	-7.4%	nt	nt	nt	nt	1.4%	5.8%	-6.0%
O=C(N/N=C/c1ccc(C(=O)O)cc1)C1=NNC(c2ccccc2)(c2ccccc2)C1	7.9%	12.7%	?	i	5.7%	-1.1%	-3.2%	0.3%
N#CC(=C=[N-])/C=C(\C(=O)c1ccccc1)[n+]1ccccc1	-8.3%	-2.4%	-2.3%	1.5%	4.7%	-6.1%	1.5%	-0.1%
CCOC(=O)N1CCC(C(N)=O)CC1	-1.9%	-11.5%	2.8%	-0.1%	nt	6.4%	-8.0%	2.2%
COC(=O)Cc1c[nH]c2cccc(OCC(O)CN(Cc3ccc([N+](=O)[O-])cc3)C(C)(C)C)c12 (stereo unspecified)	-2.6%	-7.4%	-24.0%	-14.1%	-11.5%	?	-18.7%	1.1%
CC1(C)CC(=O)C2=C(C1)Nc1cc(Cl)ccc1S2	?	7.4%	7.1%	?	-13.2%	10.4%	-1.6%	-4.0%
COc1ccc(N(C(=O)c2ccco2)C(C(=O)NC2CCCC2)c2cccs2)cc1 (stereo unspecified)	-11.9%	9.9%	-0.7%	i	-1.0%	-0.8%	2.0%[53 µM]	-0.6%[53 µM]
O=c1c2cc3c(cc2n(Cc2ccc(F)cc2)c(=O)n1Cc1nc(-c2ccccc2)no1)OCO3	11.4%	nt	nt	nt	nt	-13.3%	-1.8%	-0.4%
C/C(=N\OCC(=O)Nc1ccc(OC(F)(F)F)cc1)c1ccc2c(c1)OCCO2	2.6%	-5.7%	-6.6%	-0.8%	22.2%	1.2%	7.9%	-1.7%
COc1ccc(Br)c2c1-c1nc(NC(=O)c3ccc(F)cc3)sc1C2	-14.8%	nt	nt	nt	nt	-6.8%	8.8%	-1.1%
CCCc1nc2nc(C)c(NS(=O)(=O)c3ccc(CC(C)C)cc3)c(=O)n2[nH]1	-1.6%	nt	nt	nt	nt	9.6%	-12.7%	-1.0%
[N-]=[N+]=CC(=O)C(Cc1ccccc1)N1C(=O)c2ccccc2C1=O (stereo unspecified)	0.4%	-3.0%	2.8%	-5.3%	-5.0%	-6.4%	-4.1%	-6.8%
CC1=C(C(=O)OC(C)C)C(c2ccsc2)NC(=O)N1C (stereo unspecified)	-9.4%	4.1%	1.2%	-2.4%	-5.2%	-4.8%	-3.4%	-7.3%
CCOc1cccc(-n2nnnc2-c2ccc(OC)cc2)c1	7.1%	0.3%	-2.4%	-15.6%	0.7%	0.3%	-14.8%	1.5%
O=C(/C=C/c1cccs1)N1CCN(c2ccccc2)CC1	-6.7%	6.8%	-1.9%	i	1.8%	1.8%	7.8%	-2.7%
COc1cc(NC(=O)C2CCCN(S(=O)(=O)c3ccc4c(c3)oc(=O)n4C)C2)cc(OC)c1 (stereo unspecified)	-1.1%	1.1%	-6.5%	-7.3%	nt	2.9%	-4.2%	0.2%
CCCSCCCNC(=O)C1CCN(c2nc3ccccc3nc2C(F)(F)F)CC1	-5.6%	nt	nt	nt	nt	-1.9%	8.1%	-2.4%
COC(=O)C(=C/C=C/c1ccco1)C(=O)OC	?	-1.6%	-4.8%	-2.7%	-6.9%	-8.6%	3.0%	-4.8%
NCCCC[C@H](NC(=O)C1CCNCC1)c1nnc(CN)o1	-2.8%	9.7%	5.8%	1.3%	8.8%	9.0%	-3.9%	0.1%
O=C(Nc1ccc(Cl)cc1)OCCn1nnnc1C(c1ccccc1)N1CCOCC1 (stereo unspecified)	7.2%	0.8%	-1.4%	i	-1.9%[11.4 µM]	0.3%	-0.8%	0.2%
Nc1nc(CN2CCN(c3ccccc3F)CC2)nc(Nc2ccccc2)n1	-13.9%	4.1%	0.7%	10.4%	-19.0%	2.8%	1.6%	0.4%
CCc1cnc2c(c1SCc1c(F)cccc1Cl)c(=O)n(C)c(=O)n2C	-8.6%	nt	nt	nt	nt	-6.6%	-19.5%	-1.6%
COc1ccc(C(=O)c2cnc3cc4c(cc3c2C)OCO4)cc1	-16.6%	1.1%	-1.6%	-11.9%	nt	-15.0%	-0.7%	-5.2%
CCOC(=O)Cc1ccc(NC(=O)c2cccc([N+](=O)[O-])c2)cc1	-5.8%	14.9%	-4.6%	-14.7%	3.0%	-6.7%	-7.9%	-0.7%
CCOc1ccc(CCNC(=O)c2ccc3c(c2)nc2n3CCOC2)cc1OCC	?	nt	nt	nt	nt	-11.6%	4.3%	-0.6%
CCN(CC)CC#CCC(OC)(c1ccccc1)c1ccccc1	-4.6%	11.3%	-6.9%	i	-7.0%	-2.5%	-0.4%	-0.4%
CC1(C)CC2CC(C)(CN2S(=O)(=O)c2ccc(N)cc2)C1 (stereo unspecified)	-9.7%	2.0%	-0.6%	-4.8%	0.5%	2.5%	-1.0%	-2.6%
CCOc1ccc(NC(=S)N(CCc2ccncc2)C(C)C)cc1	-15.6%	-13.7%	-3.4%	-1.2%	nt	-1.6%	4.0%	4.2%
COC(=O)C(NC(C)=O)(Nc1ccc(C)cn1)C(F)(F)F (stereo unspecified)	-5.4%	6.6%	?	-3.3%	?	-3.9%	6.5%	4.9%
COC(=O)c1ccc(N=NN2CCCCC2)cc1	-11.4%	6.9%	-0.6%	i	9.6%	6.6%	-5.2%	-1.0%
COC(=O)c1ccc(OCC(=O)c2ccccc2OC)cc1	-15.7%	-12.9%	-4.7%	-8.4%	nt	-0.6%	-1.6%	-8.8%
CCn1c(C)cc(/C=C2\NC(=O)N(Cc3ccccc3)C2=O)c1C	?	-17.6%	-18.5%	i	nt	-6.7%	3.8%	2.5%

Another view of eight compounds above:
mol,Tau ThT inhib,GoLoco inh red,JMJD2E inh,RECQ1 helicase,L3MBTL1 block,Tau FP inhib,TRb SRC2 PPI,TR SRC2 fluor cs
Nc1nc(CN2CCN(c3ccccc3F)CC2)nc(Nc2ccccc2)n1,-13.9%,4.1%,0.7%,10.4%,-19.0%,2.8%,1.6%,0.4%
CCc1cnc2c(c1SCc1c(F)cccc1Cl)c(=O)n(C)c(=O)n2C,-8.6%,nt,nt,nt,nt,-6.6%,-19.5%,-1.6%
COc1ccc(C(=O)c2cnc3cc4c(cc3c2C)OCO4)cc1,-16.6%,1.1%,-1.6%,-11.9%,nt,-15.0%,-0.7%,-5.2%
CCOC(=O)Cc1ccc(NC(=O)c2cccc([N+](=O)[O-])c2)cc1,-5.8%,14.9%,-4.6%,-14.7%,3.0%,-6.7%,-7.9%,-0.7%
CCOc1ccc(CCNC(=O)c2ccc3c(c2)nc2n3CCOC2)cc1OCC,?,nt,nt,nt,nt,-11.6%,4.3%,-0.6%
CCN(CC)CC#CCC(OC)(c1ccccc1)c1ccccc1,-4.6%,11.3%,-6.9%,i,-7.0%,-2.5%,-0.4%,-0.4%
CC1(C)CC2CC(C)(CN2S(=O)(=O)c2ccc(N)cc2)C1 (stereo unspecified),-9.7%,2.0%,-0.6%,-4.8%,0.5%,2.5%,-1.0%,-2.6%
CCOc1ccc(NC(=S)N(CCc2ccncc2)C(C)C)cc1,-15.6%,-13.7%,-3.4%,-1.2%,nt,-1.6%,4.0%,4.2%

Additional structures follow:
SMILES	Tau ThT inhib	GoLoco inh red	JMJD2E inh	RECQ1 helicase	L3MBTL1 block	Tau FP inhib	TRb SRC2 PPI	TR SRC2 fluor cs
O=C(C(NS(=O)(=O)c1cccc2nsnc12)c1ccccc1)N1CCN(c2ccccn2)CC1 (stereo unspecified)	-9.4%	6.4%	0.4%	i	-4.4%	-2.7%	0.3%	2.0%
Cc1ccccc1S(=O)(=O)Nc1ncc(C(F)(F)F)cc1Cl	8.9%	9.6%	-5.4%	i	3.4%	-3.0%	1.7%	-0.4%
Cn1c(SC/C=C/c2ccccc2)nnc1-c1cccs1	-16.8%	3.5%	2.3%	-3.9%	?	-3.9%	-19.9%	0.3%
CC(C)Nc1nc(NC(C)C)nc(OCCOC(=O)c2ccccc2)n1	-9.0%	1.7%	0.3%	-2.2%	2.6%	-10.1%	2.4%	-2.6%
COc1ccc(C)cc1NC(=O)c1cc(S(=O)(=O)NC2CCCCCC2)ccc1F	-11.0%	nt	nt	nt	nt	-14.2%	-2.3%	-1.4%
O=C(CSc1nnc(CNc2ccccc2)o1)N1CCc2ccccc21	-5.6%	6.5%	-4.7%	-3.4%	-0.8%	2.0%	-7.8%	0.3%
CN1CCc2c(sc(/N=C/c3cccs3)c2C(N)=O)C1	14.1µM*	48.5%[activator]	?	-6.7%	-3.3%	?	-26.5%	25.5%
O=C(COC(=O)/C=C/c1cn(-c2ccccc2)nc1-c1cccnc1)Nc1ccc(Cl)cc1Cl	12.9%	nt	4.1%	-2.3%	-5.1%	7.0%	-0.7%	-3.5%
C=CCn1c(SCC(=O)NCc2ccc3c(c2)OCO3)nnc1-c1cccnc1	-5.8%	-0.3%	1.3%	i	nt	8.1%	0.4%	1.3%
CC1(C)CC(=O)c2cnc3nc4ccccc4n3c2C1	-5.7%	-4.3%	-9.5%	-2.6%	-3.0%	?	-8.1%	-3.4%
